Screening results: PubChem BioAssay, Broad Institute
Tcruzi prolif: inhibitors of T. cruzi proliferation; T. cruzi beta-gal in NIH3T3, GalScreen luminescence, 90 h; inhibition, % at 8.34 µM; 77,000 tested, 5.9% active; AID 624255;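 active = mean inhibition above about 93%, with at least 55% of replicates each passing it, limit read from the data, passing the limit was not always enough; inconclusive = only one of those two conditions holds; inactive = neither condition holds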
Pf Dd2 inh: blocks growth of Plasmodium falciparum Dd2 parasites; activity change, % at 10 µM; 94,000 tested, 2.3% active; P. falciparum Dd2 growth, SYBR Green, 72 h; stronger effect = lower value; in the data active = activity change below about -80%; inconclusive = no clear call, values can overlap the other calls
KDM4C inh: inhibitors of human demethylase GASC-1 KDM4C. Q9H3R0. GST-KDM4C 2-372, H3K9me3 peptide, LANCE TR-FRET. inhibition, % at 12.5 µM. 96,000 tested, 0.15% active. AID 720574;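 active = mean replicate inhibition above about 25%, with at least 55% of replicates also reaching it, limit read from the data, passing the limit was not always enough; inconclusive = only one of those two conditions met; inactive = neither condition met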
Target sequence (Q9H3R0 2-372 limits assumed): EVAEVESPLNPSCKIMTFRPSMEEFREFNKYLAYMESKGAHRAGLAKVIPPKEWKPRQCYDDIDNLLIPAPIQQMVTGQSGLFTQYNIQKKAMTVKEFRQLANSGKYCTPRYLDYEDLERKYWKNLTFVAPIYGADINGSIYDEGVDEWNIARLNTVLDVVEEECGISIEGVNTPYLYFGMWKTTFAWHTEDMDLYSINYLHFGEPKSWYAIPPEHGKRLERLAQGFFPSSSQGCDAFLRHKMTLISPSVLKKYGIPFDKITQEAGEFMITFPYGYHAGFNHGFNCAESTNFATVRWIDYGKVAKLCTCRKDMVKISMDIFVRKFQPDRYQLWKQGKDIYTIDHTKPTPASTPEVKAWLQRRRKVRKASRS
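System: N-terminal GST-fused human GASC-1 (KDM4C) fragment, residues 2-372 / Amount: 10 nM GST-KDM4C in enzyme reaction / Also added: H3K9me3 peptide with Fe(II)/2OG / Times: 30 min demethylation and 1 h detection at room temperature / Signal: LANCE TR-FRET / Read-out basis: Fall in 671/618 emission ratio as inhibition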
C diff growth: blocks growth of Clostridium difficile. Clostridium difficile clinical isolate growth, OD600, 24 h; stronger effect = lower value. growth activity, negative = inhibition, % at 16 µg/mL (by protocol). 86,000 tested, 0.25% active. AID 1259249;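 active = mean growth activity at or below -80% and every replicate also at or below -80%; inconclusive = mean at or below -80% but some replicate above -80%; inactive = mean growth activity above -80%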;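 also: 0% = DMSO wells and -100% = levofloxacin 16 µg/mL wells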
* hit, by the source's call; ? = inconclusive; / = not tested or not shown; & = joins results of further samples.

1. CCNC(=O)C[C@H]1CC[C@H]2[C@@H](COc3ccc(NC(=O)Nc4cccc(OC)c4)cc3C(=O)N2C)O1
2. COCC(=O)NC[C@@H]1[C@@H](c2ccc(-c3ccccc3)cc2)[C@H](CO)N1C(C)=O
3. O=C(C[C@@H]1CC[C@@H]2[C@H](COC[C@H](O)CN2C(=O)Nc2cc(Cl)cc(Cl)c2)O1)NCC1CCCCC1
4. O=C(NCC[C@@H]1CC[C@H](NC(=O)c2cnccn2)[C@@H](CO)O1)Nc1ccc(F)cc1
5. CO[C@H](CN(C)S(=O)(=O)c1ccc(F)cc1)[C@H](C)CN(C(=O)Nc1ccccc1F)[C@@H](C)CO
6. C[C@@H]1CN([C@H](C)CO)C(=O)c2cc(NC(=O)C3CCCCC3)ccc2O[C@@H]1CN(C)C(=O)Nc1ccccc1
7. COc1ccc(C(=O)N2C[C@H]3[C@@H](c4ccccc42)[C@H](CO)N3Cc2ccc3c(c2)OCO3)cc1
8. CCS(=O)(=O)N[C@@H]1C=C[C@@H](CC(=O)NCC2CCCCC2)O[C@@H]1CO
9. CCCN1C[C@H](C)[C@H](OC)CN(C)C(=O)c2cc(NC(=O)Nc3cccc(OC)c3)ccc2OC[C@@H]1C
10. C[C@H](CO)N1C[C@H](C)[C@H](CN(C)Cc2ccc(Cl)c(Cl)c2)Oc2ccc(NC(=O)Cc3ccccc3)cc2C1=O

Assay by compound	1	2	3	4	5	6	7	8	9	10
Tcruzi prolif	27.0	70.3	17.1	-19.5	47.0	-9.5	?	/	58.5	104.0
Pf Dd2 inh	4.8	-17.8	12.7	22.2	-4.7	-5.1	-8.7	3.2	/	-12.8
KDM4C inh	0.0	-1.9	-0.2	15.4	0.9	1.1	1.1	0.2	3.3	0.1
C diff growth	-5.9	-0.5	3.1	-0.7	/	0.0	10.4	0.3	/	12.7

Ordered by SMILES length (ascending): 8 of the compounds above.
8. CCS(=O)(=O)N[C@@H]1C=C[C@@H](CC(=O)NCC2CCCCC2)O[C@@H]1CO
2. COCC(=O)NC[C@@H]1[C@@H](c2ccc(-c3ccccc3)cc2)[C@H](CO)N1C(C)=O
4. O=C(NCC[C@@H]1CC[C@H](NC(=O)c2cnccn2)[C@@H](CO)O1)Nc1ccc(F)cc1
7. COc1ccc(C(=O)N2C[C@H]3[C@@H](c4ccccc42)[C@H](CO)N3Cc2ccc3c(c2)OCO3)cc1
9. CCCN1C[C@H](C)[C@H](OC)CN(C)C(=O)c2cc(NC(=O)Nc3cccc(OC)c3)ccc2OC[C@@H]1C
3. O=C(C[C@@H]1CC[C@@H]2[C@H](COC[C@H](O)CN2C(=O)Nc2cc(Cl)cc(Cl)c2)O1)NCC1CCCCC1
6. C[C@@H]1CN([C@H](C)CO)C(=O)c2cc(NC(=O)C3CCCCC3)ccc2O[C@@H]1CN(C)C(=O)Nc1ccccc1
10. C[C@H](CO)N1C[C@H](C)[C@H](CN(C)Cc2ccc(Cl)c(Cl)c2)Oc2ccc(NC(=O)Cc3ccccc3)cc2C1=O

Assay by compound	8	2	4	7	9	3	6	10
Tcruzi prolif	/	70.3	-19.5	?	58.5	17.1	-9.5	104.0
Pf Dd2 inh	3.2	-17.8	22.2	-8.7	/	12.7	-5.1	-12.8
KDM4C inh	0.2	-1.9	15.4	1.1	3.3	-0.2	1.1	0.1
C diff growth	0.3	-0.5	-0.7	10.4	/	3.1	0.0	12.7

New compounds follow.
11. C[C@H](CO)N1C[C@H](C)[C@H](CN(C)Cc2ccc(C(F)(F)F)cc2)Oc2ccc(NC(=O)Nc3ccccc3)cc2C1=O
12. COCC(=O)N1CC(=O)N2[C@H](CO)[C@@H](c3ccc(-c4ccccc4)cc3)[C@H]2C1
13. CCC(=O)N1C[C@@H](O)COC[C@@H]2O[C@@H](CC(=O)NC)CC[C@H]21
14. CN(C)C(=O)C[C@@H]1C[C@H]2c3cc(NC(=O)Nc4ccc(F)cc4)ccc3O[C@H]2[C@H](CO)O1
15. C[C@H](CO)N1C[C@H](C)[C@@H](CN(C)S(C)(=O)=O)Oc2ccc(NC(=O)Cc3cn(C)c4ccccc34)cc2CC1=O
16. C[C@H]1CN([C@@H](C)CO)S(=O)(=O)c2ccc(C#CC3CC3)cc2O[C@H]1CN(C)Cc1ccccc1F
17. O=C(C[C@H]1C[C@H]2c3cc(NC(=O)C4CCOCC4)ccc3O[C@H]2[C@H](CO)O1)NC1CCCC1
18. C[C@H]1CN([C@@H](C)CO)C(=O)c2cccc(NS(=O)(=O)c3ccccc3)c2O[C@@H]1CN(C)CC1CC1
19. C[C@H]1CN([C@@H](C)CO)C(=O)c2cccc(NC(=O)Nc3ccc(F)cc3)c2O[C@H]1CN(C)S(=O)(=O)c1cccs1
20. CO[C@@H]1CN(C)C(=O)c2ccc(NC(=O)Nc3c(C)noc3C)cc2OC[C@@H](C)N(C(=O)Nc2cccc(Cl)c2)C[C@H]1C

Assay by compound	11	12	13	14	15	16	17	18	19	20
Tcruzi prolif	71.4	/	-35.8	-5.2	25.0	106.3*	0.3	51.5	-126.7	6.5
Pf Dd2 inh	-1.7	4.8	27.7	17.5	5.5	-10.6	0.5	11.7	4.1	-59.0
KDM4C inh	-3.0	2.1	1.5	2.3	-0.6	14.1	5.2	-0.1	0.7	-1.4
C diff growth	7.1	-1.8	4.8&-2.4	-4.7	-3.2	17.3	/	1.2	4.1	/

21. O=C(Cc1ccccn1)NCC[C@@H]1CC[C@@H](NS(=O)(=O)c2ccc(F)cc2)[C@H](CO)O1
22. CN1C(=O)c2cc(NC(=O)c3cccc(F)c3)ccc2OC[C@H]2O[C@H](CC(=O)O)CC[C@H]21
23. COc1cccc(NC(=O)Nc2ccc3c(c2)C(=O)N(C)C[C@H](OC)[C@@H](C)CN(CC2CC2)[C@H](C)CO3)c1
24. CC(=O)N(C)C[C@H]1Oc2cc(-c3ccc(C#N)cc3)ccc2S(=O)(=O)N([C@H](C)CO)C[C@H]1C
25. CCNC(=O)[C@H]1[C@H](CO)[C@H]2Cn3c(ccc(-c4cncnc4)c3=O)[C@H]2N1Cc1ccc2c(c1)OCO2
26. C[C@H](CO)N1C[C@H](C)[C@H](CN(C)C(=O)Nc2ccc(F)cc2)Oc2ncc(C#C[C@@H](C)O)cc2C1=O
27. CC(=O)N(C)C[C@H]1Oc2ncc(C#Cc3cccc(F)c3)cc2C(=O)N([C@H](C)CO)C[C@@H]1C
28. O=C(C[C@H]1CC[C@H](NC(=O)CN2CCOCC2)[C@H](CO)O1)NCCc1ccncc1
29. C[C@@H]1CCCCO[C@H](CN(C)S(=O)(=O)c2ccccc2)[C@@H](C)CN([C@H](C)CO)C(=O)c2cc(NS(=O)(=O)c3ccccc3)ccc2O1
30. COc1ccc(S(=O)(=O)Nc2ccc3c(c2)C(=O)N([C@@H](C)CO)C[C@@H](C)[C@H](CN(C)C(=O)Cc2ccccc2)OCCCC[C@H](C)O3)cc1

Assay by compound	21	22	23	24	25	26	27	28	29	30
Tcruzi prolif	0.6	-18.4	69.4	18.2	69.5	-12.8	51.1	-21.2	34.2	48.8
Pf Dd2 inh	0.7	3.9	-13.8	7.6	/	1.0	-5.9	15.1	12.7	-33.3
KDM4C inh	0.3	2.1	0.9	-0.1	1.5	/	-1.2	0.1	0.1	-0.6
C diff growth	-2.0	23.4	/	-6.5	-3.8	/	-6.2	/	/	2.3

31. CN(C)CC(=O)N1CCCCN2[C@H](C1)[C@@H](c1ccc(-c3cccc(C(=O)N(C)C)c3)cc1)[C@@H]2CO
32. C[C@H]1CN([C@@H](C)CO)C(=O)c2cccc(NC(=O)CCCCCC(=O)Nc3ccccc3N)c2O[C@@H]1CN(C)C(=O)Nc1ccc(F)cc1
33. CNC[C@@H]1Oc2ccc(NC(=O)C3CC3)cc2C(=O)N([C@H](C)CO)C[C@H]1C
34. COc1ccc2c3c([nH]c2c1)[C@@H](CO)N(CC1CC1)CC31CN(C(=O)c2cccc(F)c2)C1
35. C[C@@H]1CN([C@@H](C)CO)S(=O)(=O)c2ccc(C3=CCCCC3)cc2O[C@H]1CN(C)Cc1cccnc1
36. COc1ccc(CN(C)C[C@@H]2Oc3ccc(NS(=O)(=O)c4ccccc4)cc3C(=O)N([C@H](C)CO)C[C@@H]2C)cc1
37. CN1CCN(C(=O)C[C@H]2CC[C@H](NC(=O)Nc3ccccc3F)[C@H](CO)O2)CC1
38. C[C@@H]1CN([C@H](C)CO)C(=O)Cc2cc(NS(=O)(=O)c3cn(C)cn3)ccc2O[C@@H]1CN(C)S(C)(=O)=O
39. C[C@H](CO)N1C[C@H](C)[C@H](CN(C)S(C)(=O)=O)Oc2ncc(C#Cc3cccc(F)c3)cc2C1=O
40. O=S(=O)(c1ccc(-c2ccccc2)cc1)N1[C@@H]2CNC[C@H]1C2c1ccc(-c2ccccc2)cc1 (some centres not stated)

Assay by compound	31	32	33	34	35	36	37	38	39	40
Tcruzi prolif	-50.9	/	-66.8	/	/	/	52.0	11.9	/	/
Pf Dd2 inh	68.5	-49.2	51.2	-67.3	-54.8	0.6	-11.7	31.6	-3.3	23.0
KDM4C inh	1.5	-0.7	-0.2	0.1	0.1	-0.7	-0.4	1.1	-0.3	/
C diff growth	4.7	-6.8	-5.1	5.7	-5.9	0.2	-3.6	-6.6	-4.8	63.8

41. COCC(=O)Nc1ccc2c(c1)OC[C@H](C)N(C(=O)CC1CC1)C[C@@H](C)[C@@H](OC)CN(C)C2=O
42. O=C(C[C@H]1C[C@H]2c3cc(NS(=O)(=O)c4ccc(F)cc4)ccc3O[C@H]2[C@@H](CO)O1)NCC1CC1
43. C[C@H](CO)N1C[C@H](C)[C@@H](CN(C)C(=O)Nc2ccc(N3CCN(C)CC3)cc2)OCc2cnnn2CCCC1=O
44. CCCNC(=O)NC[C@H]1[C@H](c2ccc(C3=CCCC3)cc2)[C@@H](CO)N1C(C)=O
45. C[C@@H]1CN([C@H](C)CO)C(=O)CCCn2nncc2CO[C@H]1CN(C)Cc1ccc(Oc2ccccc2)cc1
46. COc1ccc(S(=O)(=O)Nc2ccc3c(c2)CC(=O)N([C@@H](C)CO)C[C@H](C)[C@H](CN(C)C(=O)Nc2c(C)noc2C)O3)cc1
47. CCCC#Cc1cnc2c(c1)C(=O)N([C@H](C)CO)C[C@H](C)[C@@H](CN(C)C(=O)CCN1CCCCC1)O2
48. C[C@@H]1CN([C@H](C)CO)C(=O)c2cc(NC(=O)NC3CCCCC3)ccc2O[C@@H]1CN(C)Cc1ccc(Cl)c(Cl)c1
49. C[C@H](CO)N1C[C@H](C)[C@H](CN(C)Cc2ccc(-c3ccccc3)cc2)Oc2ccc(NS(C)(=O)=O)cc2CC1=O
50. COc1ccc(-c2ccccc2[C@H]2[C@@H](C#N)N(C(=O)NC3CCCCC3)[C@H]2CO)cc1
51. CN1CCN(C(=O)C[C@@H]2C[C@H]3c4cc(NC(=O)Nc5ccccc5F)ccc4O[C@H]3[C@H](CO)O2)CC1
52. Cc1ccccc1-c1ccc2c(c1)O[C@@H](CN(C)C(=O)Nc1ccccc1)[C@@H](C)CN([C@@H](C)CO)S2(=O)=O
53. COc1ccc(S(=O)(=O)N2CCCCN3[C@@H](CO)[C@@H](c4ccc(-c5cccnc5)cc4)[C@@H]3C2)cc1

Assay by compound	41	42	43	44	45	46	47	48	49	50	51	52	53
Tcruzi prolif	0.5	-16.5	-303.2&-16.7	30.3	-22.6&-16.1	6.0	/	89.0	-3.5	/	11.7	11.9	72.2
Pf Dd2 inh	6.7	20.3	3.0&2.5	1.2	-27.4&-32.7	17.5	-40.3&-1.2	33.2	1.0	-89.8*	-12.1	-23.1	-47.9
KDM4C inh	0.4	/	-0.7	-0.8	1.2	-0.2	1.6	-0.8	-0.1	-1.0	-2.6	1.7	-1.1
C diff growth	2.5	1.3	-4.8	-4.5	1.7&-4.5	-5.0	-4.0&-0.8	-3.0	-30.4	7.6	1.0	0.5	43.0

Compounds were not picked by outcome. Share with any hit: about 7.3%.
